Source: PubChem
SIRT5 block: sirtuin-5 (human) deacylase inhibition | Q9NXA8 | 330,000 tested, 1.1% active | inhibition, % at 15 µM | Purified SirT5, succinyl-peptide AMC, trypsin-coupled fluorescence; in the data active = inhibition above about 15%; inconclusive = no clear call, values can overlap the other calls
Target sequence (Q9NXA8 whole entry, looked up): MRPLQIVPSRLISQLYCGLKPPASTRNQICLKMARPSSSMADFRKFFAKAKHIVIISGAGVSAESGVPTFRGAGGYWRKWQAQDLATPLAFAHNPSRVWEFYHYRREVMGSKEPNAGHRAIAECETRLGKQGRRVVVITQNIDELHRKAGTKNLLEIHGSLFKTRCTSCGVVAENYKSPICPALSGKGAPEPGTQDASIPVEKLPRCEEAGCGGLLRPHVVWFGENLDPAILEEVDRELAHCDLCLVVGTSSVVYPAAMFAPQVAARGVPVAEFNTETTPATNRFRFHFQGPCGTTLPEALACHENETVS
Casp6 inh: inhibitors of human caspase-6; P55212; purified caspase-6, Z-VEID-R110 cleavage fluorescence; inhibition, % at 12.5 µM; 350,000 tested, 0.53% active; AID 686996;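 active = mean inhibition across replicates at least about 35%, with every replicate also reaching that limit, limit read from the data; inconclusive = only one of the two criteria met; inactive = neither criterion met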;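 note: 0% = median of neutral control wells and 100% = no fluorescence left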
Target sequence (P55212 24-179 limits assumed): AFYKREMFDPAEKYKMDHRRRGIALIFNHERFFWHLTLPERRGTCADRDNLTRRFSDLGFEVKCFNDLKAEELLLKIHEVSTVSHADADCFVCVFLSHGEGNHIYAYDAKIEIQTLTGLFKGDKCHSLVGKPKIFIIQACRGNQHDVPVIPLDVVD
Target sequence (P55212 194-293 limits assumed): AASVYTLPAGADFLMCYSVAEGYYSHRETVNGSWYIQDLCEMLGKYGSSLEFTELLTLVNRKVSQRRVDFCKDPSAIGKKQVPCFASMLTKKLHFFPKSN
F508del corr: correctors of CFTR F508del function in bronchial epithelial cells; CFBE cells, YFP halide quenching; stimulated with forskolin plus potentiator P3; % fluorescence drop versus neutral controls; activity (quench increase), % at 7.58 µM; 350,000 tested, 0.36% active; AID 720511;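 active = mean added fluorescence quench of at least 8% versus neutral control, with both replicates also reaching 8%; inconclusive = only one of the mean or replicate conditions met; inactive = mean below 8% and not both replicates reaching 8%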;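 note: cells transiently co-express mutant CFTR-F508del with the halide-sensitive YFP; corrector assay measuring rescue of mutant channel to the surface after 24 h compound exposure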
miR122 inh: inhibitors of miR-122 in Huh7 cells | Huh7 miR-122 Renilla luciferase sensor, 48 h; neutral wells = 0, positive control = 100 | activation (reporter increase), % at 12.5 µM | 340,000 tested, 0.3% active | AID 602342;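 active = mean replicate activation score at least 90 and every replicate individually at or above 90; inconclusive = only one of the two criteria met; inactive = neither criterion met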;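 note: higher luciferase means less miR-122 activity so hits act as miR-122 inhibitors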
ERAP1 inh: ERAP1 (human) enzyme inhibition. recombinant ERAP1, Leu-AMC fluorescence, 60 min. inhibition, % at 10.7 µM. 340,000 tested, 0.15% active. AID 652197;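 active = mean replicate inhibition of at least 30%, or all replicates individually reaching that 30% level; inactive = mean below 30% and not every replicate reaching it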;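 note: 0% = neutral control wells and 100% = L-leucinethiol positive control wells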
DENV2 CPE rescue: inhibitors of DENV2 cytopathic effect | DENV2-infected cells, cytopathic effect rescue, plate reader | CPE inhibition, % at 9.99 µM | 350,000 tested, 1.7% active; in the data active = CPE inhibition above about 20%, passing the limit was not always enough; inconclusive = no clear call, values can overlap the other calls; tested in BHK-21 cells;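 note: 0% = median of neutral control wells and 100% = median of positive control wells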
ERp5 inh: ERp5 (human) disulfide isomerase inhibition; 350,000 tested, 0.05% active; inhibition, % at 9.99 µM; ERp5 insulin aggregation, absorbance 650 nm, 90 min; AID 651711; Q15084;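 active = mean replicate inhibition above about 25%, with every replicate also reaching it, limit read from the data, passing the limit was not always enough; inconclusive = only one of those two criteria met; inactive = neither criterion met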
Target sequence (Q15084 whole entry, looked up): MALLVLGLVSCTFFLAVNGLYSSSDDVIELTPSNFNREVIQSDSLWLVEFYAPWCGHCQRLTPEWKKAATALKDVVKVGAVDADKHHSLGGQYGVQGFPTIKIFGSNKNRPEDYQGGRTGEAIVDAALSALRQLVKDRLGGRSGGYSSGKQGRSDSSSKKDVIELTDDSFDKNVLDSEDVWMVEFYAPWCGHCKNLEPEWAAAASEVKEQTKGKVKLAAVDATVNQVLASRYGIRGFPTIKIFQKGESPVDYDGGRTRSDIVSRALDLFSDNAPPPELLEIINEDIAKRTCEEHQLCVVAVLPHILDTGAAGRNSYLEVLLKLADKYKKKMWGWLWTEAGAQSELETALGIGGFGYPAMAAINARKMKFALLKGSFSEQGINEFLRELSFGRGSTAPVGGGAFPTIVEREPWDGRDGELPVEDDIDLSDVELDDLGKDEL
Active calls of the source: *; ? = inconclusive; . = no result given; [ ] = remark or other dose. No enrichment for hits. About 4% of those tested had a hit in this group.

SMILES	SIRT5 block	Casp6 inh	F508del corr	miR122 inh	ERAP1 inh	DENV2 CPE rescue	ERp5 inh
COC(=O)[C@@]1(Cc2ccc(F)cc2)[C@H]2c3cc(C(=O)N4CCCC4)n(Cc4ccccc4)c3C[C@H]2CN1C(=O)c1ccccc1	-8	-1	5.2	.	.	0	-8
Cc1ccc(S(=O)(=O)/N=C(\c2ccccc2)N(C)S(=O)(=O)c2ccccc2)cc1	0	-2	.	.	0	?	7
CCOc1ccc(S(=O)(=O)N2CCOCC2)cc1NC(=O)CN1C(=O)NC(C)(C2CC2)C1=O (configuration not stated)	4	-1	0.0	-6	24	?	1
COC(=O)c1nnn(-c2ccc(Cl)c(Cl)c2)c1C(=O)OC	1	-3	-2.8	.	4	0	3
O=C(CNC(=O)c1ccc(Br)cc1)Nc1ccc2c(c1)CCC2	-1	-5	0.9	.	-2	16	3
C[C@H](CO)N1C[C@H](C)[C@H](CN(C)C(=O)Nc2ccc(F)cc2)Oc2ncc(C#CCC3CCCC3)cc2C1=O	4	2	-1.0	3[16.7 µM]	-1	12	2
C[C@H]1CN([C@@H](C)CO)C(=O)c2cccc(NC(=O)c3ccc(-c4nccs4)cc3)c2O[C@H]1CN(C)C	2	2	-0.3	11[16.7 µM]	1	-2	2
C[C@@H]1CN([C@@H](C)CO)C(=O)c2cccc(NS(=O)(=O)c3ccc(Cl)cc3)c2O[C@H]1CN(C)C(=O)Nc1ccc(C(F)(F)F)cc1	9	-1	-2.0	3[16.7 µM]	1	6	0
CCOC(=O)c1ccc(NC2c3ccccc3C(=O)N2c2ccc(C)cn2)cc1 (configuration not stated)	-3	2	-2.4	.	3	7	2
Cc1cccc(-c2ccc([C@H]3[C@H](CO)N4CCCCN(CCC(F)(F)F)C[C@@H]34)cc2)c1	1	-8	0.3	7[16.7 µM]	8	-9	-1
COC(=O)C1=C(C)N(C)C(=NCc2ccccc2)NC1c1ccc(F)cc1 (configuration not stated)	.	-1	1.8	.	-2	-11	-9
Clc1ccc(-c2c[n+](Cc3ccc(Br)cc3)c3n2CCCCC3)cc1	-8	3	4.5	.	2	-5	1
COc1ccccc1N(CC(=O)N(CC(C)C)CC(C)C)S(=O)(=O)c1cccs1	0	2	6.6	23	5	5	3
O=C(C[C@@H]1C=C[C@H](NC(=O)C2CCC2)[C@H](CO)O1)NCC1CC1	3	0	5.9	.	1	-1	-3
O=C(NCC(F)(F)F)[C@@H]1[C@@H](CO)[C@@H]2Cn3c(cccc3=O)[C@@H]2N1C(=O)C1CCCC1	3	-1	-1.5	0[16.7 µM]	0	6	-3
O=C(Cn1cnc2c(nc3n2CCCCC3)c1=O)Nc1cccc(C(F)(F)F)c1	0	13	0.7	.	3	4	-9
Cc1cccc(-c2cnn(-c3cccc([N+](=O)[O-])c3)c2N)c1	.	0	2.7	.	2	3	-3
C[C@@H]1CCCCO[C@@H](CN(C)CC2CC2)[C@@H](C)CN([C@H](C)CO)C(=O)c2cc(NS(=O)(=O)c3ccc(Cl)cc3)ccc2O1	-1	-1	-1.8	2[16.7 µM]	-88	48*	3
CCC(=O)Nc1ccc2c(c1)OC[C@@H](C)N(C(=O)CN(C)C)C[C@H](C)[C@@H](OC)CN(C)C2=O	-2	0	2.4	-1[16.7 µM]	2	-12	2
COC(=O)c1sc(NC(=O)c2c(F)cccc2F)c(C#N)c1C	-1	1	1.9	-5	5	-8	-3

An excerpt from above in order of the F508del corr value, low to high:
SMILES	SIRT5 block	Casp6 inh	F508del corr	miR122 inh	ERAP1 inh	DENV2 CPE rescue	ERp5 inh
CCOC(=O)c1ccc(NC2c3ccccc3C(=O)N2c2ccc(C)cn2)cc1 (configuration not stated)	-3	2	-2.4	.	3	7	2
C[C@H]1CN([C@@H](C)CO)C(=O)c2cccc(NC(=O)c3ccc(-c4nccs4)cc3)c2O[C@H]1CN(C)C	2	2	-0.3	11[16.7 µM]	1	-2	2
CCOc1ccc(S(=O)(=O)N2CCOCC2)cc1NC(=O)CN1C(=O)NC(C)(C2CC2)C1=O (configuration not stated)	4	-1	0.0	-6	24	?	1
COC(=O)[C@@]1(Cc2ccc(F)cc2)[C@H]2c3cc(C(=O)N4CCCC4)n(Cc4ccccc4)c3C[C@H]2CN1C(=O)c1ccccc1	-8	-1	5.2	.	.	0	-8

Going on with the list:
SMILES	SIRT5 block	Casp6 inh	F508del corr	miR122 inh	ERAP1 inh	DENV2 CPE rescue	ERp5 inh
Nc1ccccc1SC1CC(=O)N(c2ccc(Cl)c(Cl)c2)C1=O (configuration not stated)	-1	1	1.0	.	-1	3	0
CCC1(c2ccccc2)NC(=O)N(CC(=O)Nc2ccc(S(=O)(=O)Nc3ncccn3)cc2)C1=O (configuration not stated)	2	2	0.7	.	13	12	0
CCOC(=O)C1CCN(C(=O)c2ccc(OCC(=O)Nc3ccc(OCC)cc3)c(OC)c2)CC1	6	3	1.7	.	-5	14	-2
O=C(Nc1ccccc1)C1CC=CCC1C(=O)OCC1CCCO1 (configuration not stated)	-6	2	.	-10	1	.	4
CC(C)Cc1nnc(NC(=O)CCC(=O)NC2CCCCCCC2)s1	-9	-4	0.6	7	-2	4	-5
COc1ccc(S(=O)(=O)N(C)C[C@H]2OCc3ccccc3-c3c(n(C)c4ccccc34)C(=O)N([C@@H](C)CO)C[C@H]2C)cc1	14	-3	2.5	.	2	11	5
CCc1ccc(NC(=O)Cn2ccn(-c3cccc(Cl)c3)c(=O)c2=O)cc1	.	-2	0.8	-4	.	-1	7
COc1cc(/C=C/C(=O)O)ccc1OS(=O)(=O)c1ccc(C)cc1	1	-1	-0.3	-3	4	5	-3
C[C@@H]1CN([C@H](C)CO)C(=O)Cc2cc(NS(=O)(=O)c3ccc(Cl)cc3)ccc2O[C@@H]1CN(C)S(C)(=O)=O	-10	-1	-0.6	-10[16.7 µM]	0	-5	-8
O=C(c1ccoc1)N1CCC2(CC1)Oc1ccc(Cl)cc1C(=O)C21CC(c2cccnc2)=NO1 (configuration not stated)	.	5	1.3	-20	3	10	-1
COc1ccc(N=Nc2ccc(O)c(P(=O)(c3ccccc3)c3ccccc3)c2)cc1	-1	-1	3.2	-17	-1	0	4
O=C(CC1CC1)N1CC(=O)N2[C@H](C1)[C@@H](c1ccc(C#Cc3ccc(F)cc3)cc1)[C@@H]2CO	1	3	1.1	.	2	3	-1
CCCN1C(=O)c2ccccc2NC1c1ccc(OC)c(CSc2ccccn2)c1 (configuration not stated)	-2	1	2.9	-2	-4	4	0
COc1cc(/C=C/c2ccc3cccc([N+](=O)[O-])c3n2)ccc1OCC(=O)O	7	9	2.7	-4	7	8	-7
CCOC(=O)C1(CC2CCCCO2)CCN(S(=O)(=O)c2c(C)nn(C)c2C)CC1 (configuration not stated)	3	-4	0.2	.	0	?	3
CN1c2ccccc2Sc2cc(N)ccc21	7	54*	.	5	3	4	-1
Nc1cc(=O)[nH]c(SCC(=O)Nc2ccccc2-c2ccccc2)n1	1	3	0.3	-9	5	7	1
Nc1nc(SCC(=O)Nc2cc(Cl)c(Cl)cc2Cl)n[nH]1	.	0	1.8	-1	1	-4	-1
COc1ccc(NS(=O)(=O)c2c(C)cc(C)cc2C)cn1	2	6	-1.9	67	-2	-7	-1
Cc1ccc(CSc2nnc(-c3cnccn3)n2C)cc1	2	-1	-1.4	.	.	1	-1
O=C(Cc1ccccc1)NC(C(=O)O)C(O)c1ccc([N+](=O)[O-])cc1 (configuration not stated)	-1	5	-1.2	.	1	15	3
CCn1ncc(Br)c1C(=O)NC1CCCCCCC1	6	-2	4.3	-4	-1	-5	16
CO[C@@H]1CN(C)C(=O)c2ccc(NC(=O)NC(C)C)cc2OC[C@H](C)N(C)C[C@@H]1C	4	0	0.2	.	0	-3	7
CCOC(=O)C(NC(=O)c1cccc(Cl)c1)(OCc1ccccc1)C(F)(F)F (configuration not stated)	-3	2	.	-3	1	8	6
CCCCn1c(N)c(N(CCOC)C(=O)c2ccc(S(=O)(=O)N3CCCCC3)cc2)c(=O)[nH]c1=O	0	-1	0.3	-5	3	-8	2
CC(CNC(=O)[C@@H](Cc1ccccc1)NC(=O)CC[C@H]1O[C@@H](n2ccc(=O)[nH]c2=O)[C@H](O)[C@@H]1O)c1ccccc1 (some centres not stated)	.	1	3.2	1	1	-3	0
COCCN(C(=O)CSc1nnc(-c2ccc(C)cc2)n1N)c1c(N)n(Cc2ccccc2)c(=O)[nH]c1=O	-5	-3	1.8	.	-1	9	3
O=C(COC(=O)COc1ccccc1)NC12CC3CC(CC(C3)C1)C2	2	5	-1.4	0	2	-12	-2
Cc1nc(SCC(=O)NCc2cccs2)nc(C)c1C	7	3	0.4	.	-2	.	-5
C[C@@H]1CN([C@@H](C)CO)C(=O)c2cc(NC(=O)c3ccccc3)ccc2O[C@@H](C)CCCCO[C@@H]1CN(C)C(=O)Nc1ccccc1	-1	2	-1.7	6[16.7 µM]	1	4	7
COc1cccc(N2CCN(Cc3ncc(-c4ccccc4)o3)CC2)c1	-3	2	-1.1	0	1	0	3
CC(=O)c1cccc(-c2ccnc3c2CC(C(=O)Nc2cccnc2)O3)c1 (configuration not stated)	-3	-5	-1.7	-8	6	-4	-2
C=CCSC1=C(C#N)C(c2ccccc2OCC)CC(=O)N1 (configuration not stated)	-1	-3	.	.	1	.	0
CCOc1ccccc1N1Cc2cc(C)c(C)cc2C1	-2	-3	-3.1	-6	8	0	-2
COc1ccccc1C(=O)NCCC(=O)N1CCN(c2cccc(C(F)(F)F)c2)CC1	1	4	0.4	0	-2	1	1
CCN(CC)S(=O)(=O)c1cccc(NC2=NCCCCC2)c1	-2	-2	-2.5	-1	0	-1	-1
Cc1cccc(-c2ccc([C@H]3[C@H](CO)N4CCCCN(C(=O)c5ccncc5)C[C@@H]34)cc2)c1	.	.	-0.2	2[16.7 µM]	.	-4	.
C[C@@H]1CN([C@H](C)CO)C(=O)Cc2cc(NS(=O)(=O)c3cn(C)cn3)ccc2O[C@@H]1CN(C)C(=O)Nc1ccc(C(F)(F)F)cc1	2	-2	3.0	2[16.7 µM]	5	-5	3
CCC(=O)Nc1ccc2nc(C3CC3)n(Cc3ccc(C(C)(C)C)cc3)c(=O)c2c1	-2	1	3.2	-18	-1	3	1
CC(C)Oc1nc(-c2ccccc2Cl)nc2ccccc12	1	2	0.3	.	7	-5	-4
CO[C@@H](CN(C)S(=O)(=O)c1cn(C)cn1)[C@@H](C)CN(C(=O)Nc1ccc(F)cc1)[C@@H](C)CO	0	-2	-0.4	.	-2	23*	0
CCn1ccnc1CN(C)Cc1nc(-c2ccccc2)no1	-1	1	-0.2	-5	-2	-1	-1
CN(C(=O)COc1ccccc1)c1nnc(C23CC4CC(CC(C4)C2)C3)s1	2	-2	-0.8	0	-3	1	-2
Oc1c(Br)cc(Br)cc1/C=N/NC(=S)N[C@H]1CC2C=CC1C2 (some centres not stated)	-7	-1	5.0	7	-1	1	0
C[C@@H]1CN([C@@H](C)CO)C(=O)c2cccc(NC(=O)CCCCCC(=O)Nc3ccccc3N)c2O[C@H]1CN(C)CC1CCCCC1	1	1	0.4	.	1	5	2
Cc1ccc2cc(C=C(C#N)C#N)c(N3CCCCC3)nc2c1	0	1	-2.4	.	-1	-2	3
Cc1ccc(NC(=O)c2cc(NC(=O)/C=C\C(=O)O)ccc2N2CCCCC2)cc1	2	-2	0.9	.	-1	5	6
COc1ccc(NC(=O)Cn2cnc3c(cnn3C(C)(C)C)c2=O)cc1OC	-6	0	-3.8	-2	0	13	-7
COCC#Cc1cnc2c(c1)C(=O)N([C@@H](C)CO)C[C@H](C)[C@@H](CN(C)C(=O)c1ccc3c(c1)OCO3)O2	3	-2	0.6	-11[16.7 µM]	0	1	-4
Cc1ccc2nc(NC(=O)C3CCN(S(=O)(=O)c4cc([N+](=O)[O-])ccc4Cl)CC3)sc2c1	0	9	2.3	.	1	-6	7
CN(C)CCCNC(=O)C[C@@H]1CC[C@@H]2[C@H](COC[C@@H](O)CN2CC2CCCC2)O1	.	.	-2.3	30[16.7 µM]	.	3	.
Cc1cc2nc(-c3nnnn3Cc3ccccc3)c(=O)[nH]c2cc1C	0	1	2.5	.	-15	-13	2
CN1CCN(C(=O)C[C@H]2C[C@@H]3c4cc(NS(C)(=O)=O)ccc4O[C@@H]3[C@H](CO)O2)CC1	0	2	0.8	0[16.7 µM]	0	12	0
O=C1CC[C@@H]2c3[nH]c4ccc(Br)cc4c3CCN12	2	1	-3.8	.	3	4	-1
